Integrin act MD = integrin-mediated muscular dystrophy alleviation activation; alpha7betagal myoblasts, beta-gal FDG fluorescence, 48 h; AID 624291; 0.064% of 350,000 active; Potency, µM (highest dose often 38.3 µM), for inactives: at the top dose activation, most hits filed as activators;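 also: potency is read from the fitted curve at half-maximal effect; 100% = response of the positive control SU9516; nearly all actives have a fitted effect of over 60% in size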
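alpha7betagal+/- myoblasts (passage 13, 250/well) treated 48 h at 37C with compounds at 1:260 dilution of DMSO stock. Lysed, then beta-galactosidase activity read as FDG fluorescence (ex 480/em 540) after 30 min, with pre-read for autofluorescence.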
TRPV1 agonist = activates the human vanilloid receptor TRPV1. 0.19% of 320,000 active. activation, % at 8.33 µM. TRPV1-expressing cells, Fluo-8 calcium influx, agonist mode; in the data active = activation above about 80%; inconclusive = between about 30% and that limit; also: 0% is about no effect
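TRPV1-expressing cells were cultured overnight at 35.5C and loaded with Fluo-8 calcium dye for 40 to 90 min at room temperature. After a 10 s baseline, compound was added and calcium influx was read kinetically for 3 min (ex 480/em 520 nm).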
ELG1 repair inh = ELG1-dependent DNA repair inhibition | HEK293T ELG1-luciferase reporter, luminescence, 16 h; DNA damage induced by 5-fluorouridine | Potency, µM (titrated, usually from 46.1 µM), for the others: at the highest dose activity change, negative = inhibition, hits mostly inhibitors | 2.3% of 330,000 active | AID 504467; also: potency is read from the fitted curve at half-maximal effect; % is scaled to controls: 0 for no effect and ±100 for the full control effect; nearly all actives have a fitted effect of over 55% in size
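HEK293T cells expressing luciferase-tagged ELG1 (2,000/well) received 5-Fluorouridine plus compound or DMSO for 16 hr at 37 °C. Luciferase was read by ONE-Glo luminescence after 30 min at room temperature.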
CXXC DNA block = inhibitors of human MLL CXXC domain-DNA interaction; Potency, µM (series often up to 115 µM), for inactives: top-dose activity change, negative = inhibition, actives largely listed as inhibitors; 0.037% of 290,000 active; AID 2662; MLL-CXXC / FITC-HOXA9 DNA fluorescence polarization; active = well fitted inhibition curve with a large enough effect in the polarisation, with a control signal flat, not every such curve was filed as active; inconclusive = small, poorly fitted or top-dose-only effect, or effect the other way, or a change in a side signal; inactive = no such curve, though single readings can be large or run the other way; the % refers to the polarisation; also: potency is read from the fitted curve at half-maximal effect
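Purified MLL-CXXC (added from a 7 uM solution) was preincubated 5 min at ambient with pinned compounds in 50 mM Tris-HCl pH 7.5, 50 mM NaCl, 1 mM DTT, 0.05% BSA. Fluorescein-labeled HOX-A9 DNA (50 nM solution) followed, 30 min, then polarization read.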
BRCA1 expr act = increases BRCA1 expression; MCF7-BRCA1-FFLuc reporter, luminescence, 48 h; response scale: scaled: vehicle 0%, 10 µM genistein 100%; Potency, µM (top dose mostly 46.1 µM), without a hit: at the highest dose activation, usual class: activators; 1.1% of 380,000 active; also: potency is read from the fitted curve at half-maximal effect; nearly all actives have a fitted effect of over 80% in size; some results filed as inactive show a strong effect at the top dose
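Using MCF7 cells harboring a BRCA1 firefly luciferase reporter, plated 2 h before compound pinning, the screen measured luminescence after 48 h incubation. Responses were normalized to DMSO and 10 microM genistein, then fitted for concentration-effect.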
PTAP TSG101 blk = blocks PTAP/TSG101 interaction to inhibit HIV-1 budding | 340,000 tested, under 10 active | Potency, µM (series often up to 115 µM), inactives show top-dose activity change, negative = inhibition, usual class: inhibitors | Fluorescence polarization, FITC-PTAP peptide / Tsg101 binding; active = well fitted inhibition curve with a large enough effect in the main read-out, with a control signal flat, not every such curve was filed as active; inconclusive = small, poorly fitted or top-dose-only effect, or effect the other way, or a change in a side signal; inactive = no such curve, though single readings can be large or run the other way; also: potency is read from the fitted curve at half-maximal effect; % of control where 0% means no effect
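FP read-out: FITC-PTAP peptide, 50 nM final, binding Tsg101 binding domain, 10 uM final; 20 min, r.t.; 10 mM HEPES pH 7.5, 0.15 M NaCl, 0.01% Tween 20, 3 mM EDTA, 0.1 mM TCEP.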
TCR act = activators of T cell receptors. primary human leukocytes, anti-CD3, IL-2 HTRF, 48 h. Potency, µM (series often up to 9.22 µM), without a hit: top-dose activation of IL-2 secretion, actives largely listed as activators. 330,000 tested, under 10 active. AID 504894; also: % of control where 0% means no effect
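Activity was scored as IL-2 release from primary human leukocytes given only a TCR signal (a-CD3 beads) plus compound for 48 hr. Detection used a two-antibody HTRF format read at 665nm.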
B2AR arrestin = recruits beta-arrestin to the human beta2-adrenergic receptor | AID 492947 | 0.02% of 330,000 active | Potency, µM (series often up to 46.1 µM), inactives show at the top dose activation, actives largely listed as activators | P07550 | beta-arrestin recruitment to beta2AR, cell-based reporter;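 also: potency is read from the fitted curve at half-maximal effect; 0% = DMSO controls and full agonism = EC100 isoproterenol or metaproterenol; nearly all actives have a fitted effect of over 65% in size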
AT treatment = potential ataxia-telangiectasia treatments restoring KAP-1 phosphorylation; […] A-T fibroblasts, KAP-1 phosphorylation AlphaLISA; neocarzinostatin DNA damage 30 min before lysis; Potency, µM (doses to about 57.5 µM), without a hit: top-dose activation, hits mostly activators; 0.19% of 320,000 active; AID 485349; also: potency is read from the fitted curve at half-maximal effect; % of control where 0% means no effect; nearly all actives have a fitted effect of over 45% in size
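ATM-like activity read as KAP-1 phosphorylation via AlphaLISA donor/acceptor antibody pairs after lysis and 6 hr at 25C. Cells were ATM-null patient fibroblasts ([…], hTERT), dosed 60 min, then exposed to the DSB inducer NCS for 30 min.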
p53 reactivator = mutant p53 re-activation in reporter cells; H1299 p53-A138V BP100-luciferase reporter, luminescence, 24 h; Potency, µM (highest dose often 92.2 µM), for the others: at the highest dose activity change, positive = activation, hits mostly activators; 0.063% of 320,000 active; AID 504706; also: potency is read from the fitted curve at half-maximal effect; % of control where 0% means no effect; nearly all actives have a fitted effect of over 45% in size
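H1299 (p53-null), stable ts p53-A138V + BP100-Luc; 1000 cells/well, Opti-MEM/10% FBS; cpd 4 pt, 1:5; 24 h, 37 deg C, 5% CO2; detection reagent 10 min RT; luminescence.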
* hit, by the source's call; u = inconclusive; x = no result given; & = joins results of further samples; [ ] = another dose, or the depositor's remark. Unless noted, calls follow the shape of the dose curve; as a rule, active = well fitted curve in the direction sought with a large enough effect; inconclusive = small, poorly fitted or top-dose-only effect, or another doubt; inactive = no such curve, though single readings can be large; an effect the other way counts as inactive or inconclusive. The list is partial; count on the stated rates, not on these rows.

smiles	B2AR arrestin	BRCA1 expr act	TCR act	Integrin act MD	p53 reactivator	ELG1 repair inh	CXXC DNA block	TRPV1 agonist	PTAP TSG101 blk	AT treatment
CCOC(=O)c1cc(C)n(CCc2cnc[nH]2)c1C	0.0%	34%	3%	8%	u	u	3%	3	-6%	11%
c1ccc(N2C3C4CC(C5CCCC54)C32)cc1 (stereo unspecified)	x	-7%	1%	-7%	x	x	x	x	-1%	x
CN(C)c1ccc([N+](=O)[O-])c([N+](=O)[O-])c1	x	-23%	0%	-47%[inhibitor]	x	x	x	x	-11%	x
C=CCN1C(=O)/C(=C\c2ccc(N3CCOCC3)o2)C(=O)NC1=S	-1.7%	3%	-5%[46.1 µM]	-11%	12%	u	u	-4	u	-5%
CCOc1cccc(OCC)c2c(C)[n+](CC3CCCO3)c(C)c1-2 (stereo unspecified)	0.0%	-14%	-6%	-17%	-2%	-9%	13%	-4	-16%	-5%
CNC(=O)Nc1ccc(C(=O)N/N=C\C23CC[C@@H](O)CC2(O)CC[C@@H]2[C@@H]3CCC3(C)C(C4=CC(=O)OC4)CCC23O)cc1 (stereo partly specified)	0.2%	2%	9%	-8%	-3%	-13%	18%	x	0%	-2%
N=C1SCC(=O)N1Cc1ccccc1	-0.9%	4%	8%	14%	0%	-11%	-3%	5	-2%	-2%
CC(C)[N+]12CCC(CC1)C(C(O)(c1ccccc1)c1ccccc1)C2 (stereo unspecified)	-0.3%	-18%	-3%	-13%	2%	-6%	0%	2	-1%	-8%
Cc1nn(Cc2ccccc2)c(Cl)c1C(=O)O	-0.3%	2%	7%	3%	-4%	18%	2%	0	-1%	-8%
Cc1cc(C)n2nc(SCC(=O)N3CCC4(CC3)OCCO4)nc2n1	0.5%	-3%	x	9%	-6%	-8%	0%	0	x	-1%
COc1ccc2c(c1OC)C(=O)OC2c1c(O)n(Cc2ccc(F)cc2)c(=O)[nH]c1=O (stereo unspecified)	-0.1%	5%	5%	-8%	-4%	8%	13µM*	1	-3%	4%
CCN1C[C@@]2(COC)C3[C@@H](OC)[C@H]4[C@@H]1[C@@]3(C1C[C@H]3[C@H](OC(=O)c5ccccc5)C1[C@]4(OC(C)=O)C[C@H]3OC)[C@@H](OC)C[C@H]2O (stereo partly specified)	x	-4%	-6%	4%	x	x	x	x	-1%	x
O=C1NC(=O)N(Cc2ccc(F)cc2)C(=O)/C1=C\c1ccc([N+](=O)[O-])s1	-0.5%	-7%	11%	-43%[inhibitor]	11%	2%	-26%	1	-1%	2%
CCOP(=S)(OCC)Oc1cc(C)oc(=O)c1	-1.0%	-10%	2%	-23%	4%	u	2%	-3	-2%	6%
COc1ccc(CC(=O)Nc2ccc3c(C(F)(F)F)cc(=O)oc3c2)cc1OC	-0.4%	-14%	-3%[46.1 µM]	9%	-6%	-18%	4%	u	-4%	4%
Cc1cc(C)cc(N2C(=O)NC(=O)/C(=C/c3cccn3-c3ccc(Cl)cc3)C2=O)c1	0.4%	-69%	5%[46.1 µM]	-49%[inhibitor]	18%	u	11%	-1	-6%	-6%
COc1ccc(NC(=O)C2C3CCC(O3)C2C(=O)O)c(OC)c1 (stereo unspecified)	0.4%	20%	1%	-4%	u	u	7%	3	-3%	3%
C=C1C(=O)OC2CC(C)C3C=CC(=O)C3(C)C(O)C12 (stereo unspecified)	x	-100%[inhibitor]	-7%	-52%[inhibitor]	x	x	x	x	0%	x
C[C@]12CC[C@@H](O)CC1=CCC1C2CC[C@@]2(C)C1C[C@@H](F)[C@H]2O (stereo partly specified)	x	-31%	-12%	-6%	x	x	x	x	-6%	x
COc1ccc(CNCCc2ccccc2F)c(OC)c1C	-0.5%	-19%	6%	-6%	x	-6%	4%	0	-4%	-1%

Next part, overlapping the part above by 2 compounds.
smiles	B2AR arrestin	BRCA1 expr act	TCR act	Integrin act MD	p53 reactivator	ELG1 repair inh	CXXC DNA block	TRPV1 agonist	PTAP TSG101 blk	AT treatment
C[C@]12CC[C@@H](O)CC1=CCC1C2CC[C@@]2(C)C1C[C@@H](F)[C@H]2O (stereo partly specified)	x	-31%	-12%	-6%	x	x	x	x	-6%	x
COc1ccc(CNCCc2ccccc2F)c(OC)c1C	-0.5%	-19%	6%	-6%	x	-6%	4%	0	-4%	-1%
OC(COCc1ccc(Cl)cc1)CN1CC=C(c2ccccc2)CC1 (stereo unspecified)	-1.7%	-28%&-39%	2%&7%	6%&-43%	8%	-16%	1%	15	-8%&-4%	13%
Cc1ccc2c(c1)C1CN(C)CCC1N2C(=O)Nc1cccc(C(F)(F)F)c1 (stereo unspecified)	-0.1%	u	-4%	-57%[inhibitor]	8%	-1%	8%	0	-5%	0%
O=C(c1ccc(C(F)(F)F)cc1)C1CCCN(Cc2ccc(CO)o2)C1 (stereo unspecified)	-0.8%	-13%	-6%	u	0%	5%	5%	-6	-5%	5%
NS(=O)(=O)c1ccc(N=Nc2c(O)[nH]c(=S)[nH]c2=O)cc1	-0.3%	-12%	-1%	7%	-3%	-43%	7%	0	0%	-6%
C=CCOC(=O)C1C(C(=O)O)C2(Cl)C(Cl)=C(Cl)C1(Cl)C2(Cl)Cl (stereo unspecified)	x	-8%	2%	17%	x	x	x	x	-6%	x
CSc1cccc(NP2(=O)OCC(C)([N+](=O)[O-])CO2)c1 (stereo unspecified)	x	-2%	-1%	-11%	x	x	x	x	-3%	x
O=C(NC1(C(F)(F)F)Oc2ccc(Cl)cc2O1)N1CCC2(CC1)OCCO2 (stereo unspecified)	-0.9%	-19%	1%	-36%	11%	-19%	3%	2	-7%	-8%
O=P(O)(Oc1ccccc1)OC(c1ccccc1)C(F)(F)C(F)(F)F (stereo unspecified)	-0.2%	7%	9%	5%	-3%	-2%	-9%	7	-6%	11%
Cn1cccc1/C=C1/C(=O)NC(=O)N(Cc2ccccc2)C1=O	-0.8%	-20%	-1%[46.1 µM]	6%	7%	12%	u	2	-2%	4%
Cc1cccnc1-n1c(-c2ccco2)nc2ccccc2c1=O	-0.3%	-12%	-1%	1%	-13%	10%	4%	-5	0%	32%
C=CCn1c(O)c(C(C)=NCc2cccnc2)c(=O)[nH]c1=O	-0.6%	-5%	0%	0%	-6%	u	-3%	-3	-2%	5%
Cc1cccc(-n2c(-c3ccccc3)nc3ccccc3c2=O)n1	0.1%	0%	-3%	-1%	-2%	-1%	2%	1	-5%	7%
O=C(C(=O)N1CCOCC1)c1cn(Cc2c(F)cccc2Cl)c2ccccc12	0.0%	-9%	1%	4%	-3%	27%	-5%	0	-1%	0%
CN1CCN(Cc2nc3ccccc3c(=O)[nH]2)CC1	0.2%	0%	2%	12%	1%	-1%	-4%	3	-4%	3%
Cc1cccc(NC(=O)OC2CN3CCC2CC3)c1 (stereo unspecified)	0.2%	17%	2%	16%	0%	14%	9%	-2	-1%	6%
CN(C)C(Cc1ccccc1)C(=O)c1c[nH]c2ccccc12 (stereo unspecified)	-0.1%	19%	6%	u	19%	15%	0%	11	0%	18%
Cc1nc2c(=O)n(C)c(=O)nc-2n(C)n1	0.2%	x	-9%[46.1 µM]	-50%[inhibitor]	-44%[inhibitor]	1.8µM*	-1%	3	-1%	1%
Cc1ccc(C)c(OCc2cc(C(=O)N3C[C@H]4C[C@@H](C3)c3cccc(=O)n3C4)no2)c1	-0.5%	-2%	2%	0%	0%	-4%	4%	-4	1%	5%
Oc1ccc(C[C@H]2NCCc3cc(O)c(O)cc32)cc1O	-0.3%	-28%	-1%	-42%	-14%	-9%	2%	2	0%	-8%
COc1ccc(C[C@@H]2c3cc(O)c(OC)cc3CCN2C)cc1O	-0.9%	16%	3%	42%	11%	5%	11%	-2	x	-16%

(further entries)
smiles	B2AR arrestin	BRCA1 expr act	TCR act	Integrin act MD	p53 reactivator	ELG1 repair inh	CXXC DNA block	TRPV1 agonist	PTAP TSG101 blk	AT treatment
COc1cc2c(cc1O)CC1c3c(cc(O)c(OC)c3-2)CCN1C (stereo unspecified)	-0.8%&0.3%	-15%	7%	21%	3%&-1%	u	-4%&0%	-8&0	0%	9%&14%
O=c1[nH]c(=S)n(-c2cccc(Cl)c2)c(O)c1C=NCCN1CCNCC1	0.0%	-3%	0%	u	1%	-2%	-21%	-3	1%	-3%
COc1ccc(Cn2c(O)c(/C=N/NC(=O)c3ccccc3O)c(=O)[nH]c2=O)cc1	-0.2%	-21%	-8%[46.1 µM]	12%	13%	26%	11%	1	-1%	-2%
COC(=O)C1=C(c2cccc(OC)c2OC)C[C@@H]2CC[C@H]1N2C(=O)NCc1ccc(F)cc1	x	-5%	3%	2%	x	x	x	x	2%	x
CCCCn1c(=O)c(C(=O)NCc2ccccc2)c(O)c2ccccc21	3.7%	-16%	-1%	15%	3%	-8%	-6%	4	-9%	1%
